TDP1 cell noCPT = qHTS for Inhibitors of human tyrosyl-DNA phosphodiesterase 1 (TDP1): qHTS in cells in absence of CPT; DT40 Tdp1-/- hTDP1 cells, no CPT, ATP luminescence, 48 h; Potency, µM (highest dose often 46.2 µM), for inactives: at the top dose activity change, negative = growth inhibition, most hits filed as inhibitors; actives 15% (n = 420,000); AID 686978, 2013; note: nearly all actives have a fitted effect of over 55% in size
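Readout: luminescence from CellTiter-Glo after 30 min in the dark at RT. Cells: DT40 Tdp1-/- with stable hTDP1, 400/well. Exposure: compounds alone, ≥48 hr, 37 °C.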
TDP1 cell CPT = DT40-hTDP1 cell growth loss with CPT. chicken DT40 Tdp1-/-;hTDP1 cells + 20 nM CPT, ATP luminescence, 48 h. Potency, µM (highest dose often 46.2 µM), without a hit: top-dose activity change, negative = growth inhibition, hits mostly inhibitors. AID 686979. actives 12% (n = 420,000); note: nearly all actives have a fitted effect of over 55% in size
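Cell growth measured by CellTiter-Glo luminescence after a minimum 48 h, 37 C compound exposure with 20 nM CPT in Tdp1-knockout DT40 cells stably expressing hTDP1, seeded 400/well; qHTS titration format.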
TDP1 inh = blocks human tyrosyl-DNA phosphodiesterase 1 | Q9NUW8 | recombinant TDP1, AlphaScreen DNA substrate cleavage | Potency, µM (series often up to 130 µM), for inactives: top-dose activity change, negative = inhibition, actives largely listed as inhibitors | actives 0.28% (n = 350,000) | AID 485290; note: nearly all actives have a fitted effect of over 40% in size
Target sequence (Q9NUW8 whole entry, looked up): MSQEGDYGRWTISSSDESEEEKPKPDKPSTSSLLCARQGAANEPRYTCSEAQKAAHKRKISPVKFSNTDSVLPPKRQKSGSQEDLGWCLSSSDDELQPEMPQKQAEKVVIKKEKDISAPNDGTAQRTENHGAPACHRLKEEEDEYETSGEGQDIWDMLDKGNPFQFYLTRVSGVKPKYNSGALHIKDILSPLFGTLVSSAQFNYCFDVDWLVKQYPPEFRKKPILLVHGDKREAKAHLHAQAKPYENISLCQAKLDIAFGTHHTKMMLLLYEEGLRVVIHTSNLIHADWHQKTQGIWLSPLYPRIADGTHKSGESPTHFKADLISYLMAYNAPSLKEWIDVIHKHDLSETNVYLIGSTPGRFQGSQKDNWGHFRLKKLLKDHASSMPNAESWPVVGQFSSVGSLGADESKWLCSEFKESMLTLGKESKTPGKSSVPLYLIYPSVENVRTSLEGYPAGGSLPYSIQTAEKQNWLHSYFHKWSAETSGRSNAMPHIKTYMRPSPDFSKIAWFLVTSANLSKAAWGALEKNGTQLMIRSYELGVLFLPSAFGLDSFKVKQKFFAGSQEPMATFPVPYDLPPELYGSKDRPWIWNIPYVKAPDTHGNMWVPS
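Enzyme-compound mixtures sat 15 min at room temperature, followed by a 5 min reaction with 15 nM final substrate and 10 min with AlphaScreen beads. Recombinant human Tdp1 was used at 1 nM final.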
* hit, by the source's call; ? = inconclusive; / = no result given; [ ] = another dose, or the depositor's remark. Calls come from the whole dose curve; as a rule, active = well fitted curve in the direction sought with a large enough effect; inconclusive = small, poorly fitted or top-dose-only effect, or another doubt; inactive = no such curve, though single readings can be large; an effect the other way counts as inactive or inconclusive. % is set by controls: 0 for no effect and ±100 for the full control effect; potency is the fitted concentration of half-maximal effect.

SMILES | TDP1 cell noCPT | TDP1 cell CPT | TDP1 inh
O=C1NC2(CCCCCC2)C(=O)N1Cc1ccc(Cl)cc1Cl | ? | -12% | 3%[0.0935 µM]
Cc1cc(O)cc(=O)n1Cc1ccccc1 | -14% | -3% | /
CCSc1nnc(NC(=O)C2CCCCC2)s1 | -18% | -6% | 9%
CCn1cc(C2C(C(=O)Nc3ccc(Br)cn3)=C(C)NC3=C2C(=O)CCC3)c(C)n1 (stereo not given) | -13% | 25% | 1%
S=C(NCc1ccccn1)Nc1ccc(Cl)cc1Cl | -4% | -5% | 3%
CCOC(=O)C1=C(C)NC(C)=C(C(=O)OCC)C1C(=O)OCC(=O)NCc1ccccc1 | ? | -30% | 1%
COc1cc(/C=C/c2ccnc3ccccc23)ccc1N(C)C | 2.2µM* | 2µM* | /
C#CCCc1ccccc1/C=[N+](/C)[O-] | ? | 23µM* | 3%
O=P(O)(Cc1ccccc1)Cc1ccccc1 | 3% | 1% | /
COc1ccc(CNc2ncnc3c2[nH]c2cc(OC)c(OC)cc23)cc1 | ? | ? | /
CC(SC1=NCCN1S(=O)(=O)c1ccc(F)cc1)c1ccccc1 (stereo not given) | ? | ? | -8%
COc1ccccc1/C=N/N1CCN(c2ccc(Cl)cc2)CC1 | -17% | -7% | /
Cc1coc2cc3oc(=O)c(CC(=O)NCCc4ccccc4)c(C)c3cc12 | ? | ? | 2%
CCc1ccc(CN2CCCC(CNS(=O)(=O)c3ccc(OC)cc3)C2)cc1 (stereo not given) | ? | -19% | 6%
COC(=O)C1=C(C)N(Cc2ccccc2)C(=NCc2ccc(OC)cc2)N[C@H]1c1cccc(F)c1 | 16µM* | 15µM* | /
Cc1csc(SC(C)C(=O)NC2CCCCC2C)n1 (stereo not given) | -17% | 25% | 1%
COc1ccc(CNc2nc3nc4c(c(=O)n3[nH]2)CCC4)cc1 | -22% | 0% | 3%
CCN1CCN(c2nc(-c3ccccc3)nc3ccccc23)CC1 | 29µM* | ? | 0%
COc1ccc(CNc2nc(S(=O)(=O)c3ccccc3)c(Cl)s2)cc1OC | ? | ? | 5%
Fc1ccc(C2CC(c3ccco3)n3ncnc3N2)cc1 (stereo not given) | -17% | -13% | 3%
O=C(CN1CCN(c2ccc(F)cc2)CC1)N(C1CCCC1)C1CCS(=O)(=O)C1 (stereo not given) | 9% | 6% | 0%[56.1 µM]
CC(C)CNC(=O)COC(=O)c1c2c(nc3ccccc13)/C(=C\c1cccs1)CC2 | 21µM* | ? | /
CCc1cc(=O)[nH]c(SCC(=O)N2CCOCC2)n1 | -7% | -30% | -8%[0.505 µM]
COc1ccc(CN(CCc2ccccc2)Cc2ccccc2)cc1OC | ? | ? | /
O=C1CCC(=O)N1c1ccc(-c2nc3ccccc3s2)cc1 | -21% | -22% | 0%
Cc1cccc(N(C)C(=O)c2cc(S(=O)(=O)N3CCc4ccccc43)cn2C)c1 | ? | ? | /
Cc1cccc(C)c1NC(=O)CN(C)S(=O)(=O)c1ccc2[nH]c3c(c2c1)CCCC3 | 21µM* | ? | 2%
COCCn1c(=O)c(-c2cccs2)nc2cnc(Nc3ccccc3)nc21 | -3% | 1% | /
O=C(NCc1cccs1)c1cc(-c2ccccc2)on1 | -18% | -13% | 0%
CNc1ccc(Br)cc(C(=O)/C=C/c2ccc3c(c2)OCO3)c1=O | 18µM* | 18µM* | -10%
CC(=O)Nc1cncc(-c2cnn(CC(C)C)c2)n1 | -12% | -20% | /
COC(=O)c1ccccc1NC1OC(=O)c2ccccc21 (stereo not given) | 0% | 8% | 2%
O=Cc1cccn1-c1nccc(-c2ccco2)n1 | -18% | -3% | 0%
CN(CC(=O)Nc1ccccc1Cl)C(=O)c1ccc(Cl)c(S(=O)(=O)N2CCCCCC2)c1 | ? | -15% | 0%
Cc1ccc(NC(=O)c2cccs2)cc1 | -15% | ? | 6%
O=C(Nc1ccccc1Cl)O/N=C/c1ccc(F)cc1 | -7% | -1% | /
Cc1cccc(NC(=O)Cc2ccc(-c3ccccc3)cc2)n1 | -10% | ? | -5%
COc1ccc(N2CCN(C(=O)COC(=O)CCOc3ccc(C)cc3)CC2)cc1 | ? | ? | 1%
COc1cc(NC(=O)NCC2CCN(Cc3ccccc3Cl)CC2)cc(OC)c1OC | ? | ? | -4%[12.3 µM]
CCCCOc1ccccc1NC(=O)C=C(C)C | -10% | -24% | -2%
COc1cccc(N(CC(=O)Nc2cccc(C(C)=O)c2)S(C)(=O)=O)c1 | -24% | -16% | -9%
COC(=O)c1sc(NC(=O)CC(C)C)c(C(=O)OC)c1C | ? | -19% | 3%
COc1cc(C(C[N+](=O)[O-])c2c(C)cc3ccccn23)ccc1O (stereo not given) | 13µM* | 8.2µM* | 15%
Cc1ccccc1OCC(O)Cn1c(NCc2ccccc2)nc2c1c(=O)[nH]c(=O)n2C (stereo not given) | -23% | ? | -2%
CN1CCc2nc(SCC(=O)Nc3ccc(OC(F)(F)F)cc3)c(C#N)c(-c3cccs3)c2C1 | 23µM* | 15µM* | 3%
O=C(Nc1cccc(C(=O)O)c1)/C(=C\c1ccccc1)NC(=O)c1ccco1 | -1% | 0% | /
COc1ccc(C2CC(=O)c3c([nH]c(C(=O)OC4CCCC4)c3C)C2)cc1OC (stereo not given) | -13% | -6% | 5%
COc1cc(C2c3c(-c4cc(C)ccc4O)n[nH]c3C(=O)N2Cc2cccnc2)cc(OC)c1OC (stereo not given) | -11% | 7% | 6%
Cc1cc(C(=O)Nc2ccc(C)c(C)c2)n(-c2ccccc2)n1 | -28% | -6% | /
Cc1ccc(Nc2nc(N)[nH]c(=O)c2N=O)cc1 | -117% | ? | 0%
COc1ccc(NC(=O)c2c(NCc3ccc(C)o3)sc3c2CCC(C)C3)cc1 (stereo not given) | 9.2µM* | 23µM* | 7%
COC(=O)c1ccc(CNC(=O)CCc2c[nH]c3ccccc23)cc1 | -8% | 1% | 1%
COc1ccc(CCNS(=O)(=O)CCNC(=O)c2ccc3c(c2)OCO3)cc1OC | -19% | -5% | 1%
O=C1OC(/C(=C\Nc2cc(Cl)ccc2O)[N+](=O)[O-])c2ccccc21 (stereo not given) | ? | 9% | 7%
Cc1cc(C)cc(C(=O)NCC(=O)OCc2c(C)noc2C)c1 | -5% | 1% | 5%
CC1CCN(c2ccc(C(F)(F)F)cc2N)CC1 | ? | ? | 1%
Cc1cc(C)c2c(CC(=O)Nc3ccc(S(=O)(=O)N4CCCC(C)C4)cc3)coc2c1 (stereo not given) | 23µM* | ? | 10%
Cc1ccc(-n2ncc3c(=O)[nH]c(SCC(=O)NCC4CCCO4)nc32)cc1 (stereo not given) | -4% | 0% | 1%
CC(NC(=O)C(C)(C)C)C(c1cccs1)N1CCN(Cc2ccccc2)CC1 (stereo not given) | ? | 21µM* | -3%
O=C(CSc1ncc2c(n1)-c1cc(Cl)ccc1N(Cc1ccccc1)S2(=O)=O)Nc1ccc(F)cc1F | ? | 18µM* | 0%

(listing goes on)
SMILES | TDP1 cell noCPT | TDP1 cell CPT | TDP1 inh
CCCCCOc1ccc(CSC(=N)N)cc1[N+](=O)[O-] | 16µM* | 15µM* | 4%
Cn1nnnc1SCc1ccc(Cl)cc1 | -6% | -9% | 6%
O=c1c(C=NCc2ccccc2)c(NCc2ccccc2)nc2ccccn12 | -18% | ? | -8%
O=C(NCCc1ccccc1)C1CCN(c2nc3ccccc3nc2C(F)(F)F)CC1 | ? | ? | -11%
CCOC(=O)C(C)Sc1nnc(-c2ccccc2O)n1Cc1ccccc1 (stereo not given) | -28% | 8% | 2%
CCc1c(C)c2cc(Cl)c(O)c(CN3CCCCC3)c2oc1=O | -1% | -2% | -2%
COCCN(Cc1cn(C)nc1-c1ccc(Oc2ccccc2)cc1)C(C)C | -27% | -30% | 2%
O=C(CC1CCS(=O)(=O)C1)NC1CCCCC1 (stereo not given) | -5% | 4% | 0%
Cc1cc2cc(CNC(=O)c3ccc4c(c3)OCO4)ccc2[nH]1 | -13% | -18% | 5%
COc1ccc(NS(=O)(=O)c2ccc(NC(=O)CCNS(=O)(=O)c3ccc(C)cc3)cc2)cc1 | ? | ? | 2%
CCOc1ccc(NS(=O)(=O)c2cc(C(=O)N3CCCC3)ccc2Cl)cc1 | -29% | -23% | 2%
O=c1cc(CN2CCN(CCO)CC2)c2cc3c(cc2o1)CCC3 | -10% | -16% | 8%
O=C1CN(C(=O)c2ccccc2F)C(c2ccc(F)cc2)c2cc(Br)ccc2N1 (stereo not given) | -11% | 7% | /
Cc1c(C(=O)NCc2ccc3c(c2)OCCO3)sc(=O)n1Cc1ccccc1F | ? | ? | /
CNc1snc(C)c1C(=O)OCC(=O)c1ccc(Cl)cc1 | 9.2µM* | 13µM* | -4%
O=C(Cc1ccccc1Cl)Nc1cccnc1 | 12% | -18% | -4%
COc1ccc(-n2ncc3c2CC(C)(C)CC3NC(=O)CCN2CCCC2=O)cc1 (stereo not given) | ? | ? | 1%
O=C(COC(=O)c1ccccc1)NC1CCCC1 | -12% | 12% | /
CCC1=NN2C(=N)/C(=C\c3cccn3-c3ccc(Br)cc3)C(=O)N=C2S1 | -16% | -2% | 5%
Clc1ccc(OCCn2ccnc2)c(Cl)c1 | -17% | -16% | 5%

20 entries already listed, arranged by formula weight, lowest first:
SMILES | TDP1 cell noCPT | TDP1 cell CPT | TDP1 inh
Cn1nnnc1SCc1ccc(Cl)cc1 | -6% | -9% | 6%
O=C(COC(=O)c1ccccc1)NC1CCCC1 | -12% | 12% | /
O=C(CC1CCS(=O)(=O)C1)NC1CCCCC1 (stereo not given) | -5% | 4% | 0%
Fc1ccc(C2CC(c3ccco3)n3ncnc3N2)cc1 (stereo not given) | -17% | -13% | 3%
O=C(Nc1ccccc1Cl)O/N=C/c1ccc(F)cc1 | -7% | -1% | /
COC(=O)c1sc(NC(=O)CC(C)C)c(C(=O)OC)c1C | ? | -19% | 3%
CCN1CCN(c2nc(-c3ccccc3)nc3ccccc23)CC1 | 29µM* | ? | 0%
O=c1cc(CN2CCN(CCO)CC2)c2cc3c(cc2o1)CCC3 | -10% | -16% | 8%
O=C1NC2(CCCCCC2)C(=O)N1Cc1ccc(Cl)cc1Cl | ? | -12% | 3%[0.0935 µM]
O=C1OC(/C(=C\Nc2cc(Cl)ccc2O)[N+](=O)[O-])c2ccccc21 (stereo not given) | ? | 9% | 7%
COc1cccc(N(CC(=O)Nc2cccc(C(C)=O)c2)S(C)(=O)=O)c1 | -24% | -16% | -9%
CCOC(=O)C(C)Sc1nnc(-c2ccccc2O)n1Cc1ccccc1 (stereo not given) | -28% | 8% | 2%
COc1ccc(C2CC(=O)c3c([nH]c(C(=O)OC4CCCC4)c3C)C2)cc1OC (stereo not given) | -13% | -6% | 5%
CCOc1ccc(NS(=O)(=O)c2cc(C(=O)N3CCCC3)ccc2Cl)cc1 | -29% | -23% | 2%
CC(C)CNC(=O)COC(=O)c1c2c(nc3ccccc13)/C(=C\c1cccs1)CC2 | 21µM* | ? | /
CCC1=NN2C(=N)/C(=C\c3cccn3-c3ccc(Br)cc3)C(=O)N=C2S1 | -16% | -2% | 5%
O=C1CN(C(=O)c2ccccc2F)C(c2ccc(F)cc2)c2cc(Br)ccc2N1 (stereo not given) | -11% | 7% | /
CCn1cc(C2C(C(=O)Nc3ccc(Br)cn3)=C(C)NC3=C2C(=O)CCC3)c(C)n1 (stereo not given) | -13% | 25% | 1%
CN1CCc2nc(SCC(=O)Nc3ccc(OC(F)(F)F)cc3)c(C#N)c(-c3cccs3)c2C1 | 23µM* | 15µM* | 3%
O=C(CSc1ncc2c(n1)-c1cc(Cl)ccc1N(Cc1ccccc1)S2(=O)=O)Nc1ccc(F)cc1F | ? | 18µM* | 0%

Carrying on:
SMILES | TDP1 cell noCPT | TDP1 cell CPT | TDP1 inh
CCOC(=O)c1nc(Nc2cc(C)cc(C)c2)c2ccccc2n1 | 21µM* | 18µM* | 4%
O=c1[nH]nc(N2CCOCC2)c(=O)[nH]1 | 16µM* | ? | -1%
COc1ccc(CN2CCn3ncc(C(=O)Nc4cccc(C)c4)c3C2=O)cc1 | ? | ? | -6%
CS(=O)(=O)N1CCN(CC(=O)NC2CCCC2)CC1 | -27% | 4% | 6%
COC(=O)NC(Nc1sc2c(c1C(N)=O)CCCC2)(C(=O)OC)C(F)(F)F (stereo not given) | -16% | -20% | 0%
O=C(/C=C/c1ccc(Cl)c([N+](=O)[O-])c1)NCc1cccnc1 | ? | -27% | /
CCOc1ccc(C(C)(C)C)cc1S(=O)(=O)n1nc(C)cc1C | 11µM* | ? | -2%
C[C@@H]1CN([C@H](C)CO)C(=O)CCCn2nncc2CO[C@H]1CN(C)C(=O)Nc1ccc2c(c1)OCO2 | -12% | -7% | /
COc1ccc(-c2ccc(C(=O)NCCN(C)C)c3occc23)c(C)c1 | ? | ? | /
Cc1c(C(=O)N(C)C)sc2c1c(=O)n(-c1ccc(Cl)c(Cl)c1)c(=O)n2CC(=O)C(C)(C)C | -20% | -4% | 0%
